Screening results as filed in PubChem BioAssay.
D2 PAM: D2 dopamine receptor (human) potentiation; P14416; HEK293 T-REx D2, calcium flux, EC20 dopamine potentiation; potentiation, % at 10 µM; hit rate 0.34% among 340,000; AID 485347;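 active = potentiation over 3 SD above the plate norm, cut at about 30% in these data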; note: 0% is about no effect
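Tetracycline-induced Hek293 Trex D2 cells, force-coupled to calcium, loaded with no-wash calcium dye. Compound added with 180 s kinetic read for agonism, then EC20 dopamine and a further 180 s read for potentiation.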
D1 ag: agonists of human D1 dopamine receptor; P21728; HEK293 T-REx D1 cells, calcium flux, agonist mode; activation, % at 2 µM; hit rate 1% among 360,000; in the data active = activation above about 30%; note: 0% is about no effect
Target sequence (P21728 whole entry, looked up): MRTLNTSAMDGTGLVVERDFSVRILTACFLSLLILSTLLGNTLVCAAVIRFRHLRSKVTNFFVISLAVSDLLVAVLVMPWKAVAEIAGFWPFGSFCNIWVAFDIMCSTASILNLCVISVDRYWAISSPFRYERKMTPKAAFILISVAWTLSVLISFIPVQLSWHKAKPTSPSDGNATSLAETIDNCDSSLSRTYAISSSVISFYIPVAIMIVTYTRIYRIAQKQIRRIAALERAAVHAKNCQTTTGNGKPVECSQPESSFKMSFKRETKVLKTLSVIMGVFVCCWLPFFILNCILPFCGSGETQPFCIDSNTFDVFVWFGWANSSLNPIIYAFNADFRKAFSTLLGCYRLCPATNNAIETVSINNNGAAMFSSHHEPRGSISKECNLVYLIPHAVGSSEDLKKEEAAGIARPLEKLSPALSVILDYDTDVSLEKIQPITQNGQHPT
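Agonism was scored from calcium flux recorded over 180 s (1 read/s) after pintool compound addition, following a 10-cycle baseline. Cells were inducible force-coupled HEK293 TREx D1, plated overnight at 30 C and loaded with no-wash calcium dye.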
RXFP1 antag: antagonists of human relaxin receptor RXFP1; Q9HBX9; HEK293-RXFP1, relaxin-stimulated cAMP HTRF, 30 min; hits give low values; activity change, negative = inhibition, % at 57.5 µM; hit rate 0.59% among 350,000; AID 1259400;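 active = activity change of -60% or lower, but not beyond a set lower limit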; note: % is set by controls: 0 for no effect and ±100 for the full control effect
D1 PAM: enhances dopamine response at the human D1 receptor | hit rate 0.036% among 360,000 | potentiation, % at 10 µM | AID 504651 | HEK293 TREx D1 cells, calcium flux, dopamine EC20 potentiation | P21728; in the data active = potentiation above about 30%; note: 0% is about no effect
D2 agonist: activates the human D2 dopamine receptor; P14416; HEK293 T-REx D2 cells, calcium flux agonist mode; activation, % at 2 µM; AID 485358; hit rate 0.53% among 340,000;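 active = activation over 3 SD above normal in the single-dose calcium agonist read, cut at about 30% in these data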; note: 0% is about no effect
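Agonism is scored from calcium flux in a force-coupled, inducible HEK293 cell line expressing D2, read kinetically for 180 s after compound addition against dopamine controls.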
D1 antag: human D1 dopamine receptor antagonism; P21728; HEK293 TREx D1 cells, calcium flux, dopamine EC80; hits give low values; activity change, negative = inhibition, % at 10 µM; hit rate 3.2% among 360,000; AID 504652; in the data active = activity change below about -30%; note: % is set by controls: 0 for no effect and ±100 for the full control effect
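Using tetracycline-induced force-coupled D1 Hek293 cells and a calcium dye, signals were followed for 180 s after compound, then for 180 s after EC80 dopamine, to detect inhibitors.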
D2 antagonist: D2 dopamine receptor (human) antagonism. hit rate 2% among 340,000. HEK293 TREx D2 cells, calcium flux, dopamine EC80. P14416. inhibition, % at 10 µM; in the data active = inhibition above about 30%; note: 0% is about no effect
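Cells plated overnight at 30 C with tetracycline; no-wash calcium dye, 30–90 min RT; 10 s baseline; compound pinned; 180 s read; EC80 dopamine added; another 180 s read.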
TRHR PAM: allosterically enhances the human TRH receptor | TRHR cells, fluo-8 calcium fluorescence, EC20 TRH enhancement | enhancement, % at 2 µM | hit rate 0.66% among 360,000; in the data active = enhancement above about 30%; note: 0% is about no effect
Target sequence (P34981 whole entry, looked up): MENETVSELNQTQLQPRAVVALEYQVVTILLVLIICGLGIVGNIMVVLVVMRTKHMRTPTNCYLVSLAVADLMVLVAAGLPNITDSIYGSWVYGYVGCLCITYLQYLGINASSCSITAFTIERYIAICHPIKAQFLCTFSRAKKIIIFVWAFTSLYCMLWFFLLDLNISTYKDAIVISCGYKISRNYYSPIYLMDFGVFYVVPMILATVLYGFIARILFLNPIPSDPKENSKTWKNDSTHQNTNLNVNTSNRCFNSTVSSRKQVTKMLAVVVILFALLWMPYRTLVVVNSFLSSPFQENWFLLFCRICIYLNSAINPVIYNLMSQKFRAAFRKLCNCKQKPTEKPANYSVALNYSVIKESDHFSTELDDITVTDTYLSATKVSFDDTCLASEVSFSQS
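Enhancer read-out: after compound pinning and an initial kinetic agonist-mode read, an EC20 of TRH (10 nM final) was injected and fluo-8 calcium signal (Ex 480/Em 530) followed at 1 s/cycle for 100 cycles in TRHR-expressing cells.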
RXFP1 agonist: activates the human relaxin receptor RXFP1; hit rate 0.3% among 370,000; AID 2676; Potency, µM (top dose mostly 57.5 µM), inactives show at the top dose activation, most hits filed as activators; HEK293T-RXFP1 cAMP TR-FRET, 30 min; response scale: percent of porcine relaxin response, buffer zero; active = well fitted activation curve with a large enough effect; note: potency is the fitted concentration of half-maximal effect; % is set by controls: 0 for no effect and ±100 for the full control effect; nearly all actives have a fitted effect of over 60% in size; many of its hits are not listed in these tables
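cAMP rise read by TR-FRET after 30 min, 37C compound exposure (up to 58 uM) in RXFP1-transfected HEK293 cells with Ro 20174 present. EC50 from Hill-equation fits, with 29 nM porcine relaxin as 100% and buffer as basal.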
The depositor's hits bear a star; x = not tested or not shown. A portion of the library; count on the stated rates, not on these rows.

Molecule | D2 PAM | D1 ag | RXFP1 antag | D1 PAM | D2 agonist | D1 antag | D2 antagonist | TRHR PAM | RXFP1 agonist
Cc1ccc2nsnc2c1NC(=O)c1ccc([N+](=O)[O-])cc1 | 6 | 2 | -19 | 1 | -1.4 | 9 | 4 | 7 | 0.3%
Cc1cc(=O)nc2c3ccccc3n(CC(=O)NCCCN3CCCCC3C)n12 (configuration not stated) | 3 | 2 | 9 | -1 | -4.1 | 20 | -3 | 1 | 12%
CC(=O)n1c2ccccc2c2c1c1ccccc1n2C | x | 2 | -11 | 1 | x | -13 | x | -4 | 2.4%
CC1(c2cc([N+](=O)[O-])cc([N+](=O)[O-])c2)CC(C)(C)N(C(=O)c2ccccc2)c2ccccc21 (configuration not stated) | x | 2 | -11 | 4 | x | 23 | x | -6 | 0.9%
O=C(CCNS(=O)(=O)c1ccccc1)N1CCC(Cc2ccccc2)CC1 | 8 | 3 | -3 | 6 | 1.0 | 4 | 3 | 0 | -0.7%
COc1ccccc1CNCCSc1nnnn1C | -5 | 0 | x | -1 | -0.1 | 7 | x | 2 | -0.6%
CN(C)/C=C(\C(=O)c1ccc(F)cc1F)c1nnnn1-c1ccccc1 | 14 | 1 | -8 | -5 | -0.1 | -6 | 4 | 2 | -0.8%
COc1ccccc1-c1cc(SC)c(C#N)c(=O)o1 | 8 | 2 | -10 | -7 | 0.0 | 3 | 9 | 9 | 5.7%
CCN(C(=O)c1cccc(F)c1)c1ccccc1C | x | 0 | 1 | 9 | x | -9 | x | 5 | 0.1%
CCN(CC)C(=S)SCC(=O)c1ccccc1 | 0 | -1 | 3 | 0 | -0.5 | 14 | -8 | -3 | -2.2%
CO/N=C\CC(=O)Nc1ccc(F)cc1 | -1 | 2 | -6 | -2 | 0.3 | 1 | 27 | 2 | 0.3%
Cc1ccc(C(C)NC(=O)c2ccc3c(c2)OCO3)cc1C (configuration not stated) | -5 | 2 | 3 | -4 | -0.4 | -4 | -22 | -3 | 1.0%
CCc1nnc(NC(=O)C2CCN(c3nc(C)cc(C)n3)CC2)s1 | 10 | 0 | -1 | -1 | 0.9 | 10 | -15 | 0 | -0.1%
CC(C)(C)c1ccc(Cn2c(Cc3ccccc3)nc3ccccc32)cc1 | -15 | 30 | x | -3 | 0.9 | -2 | x | -4 | 0.5%
CCc1ccc(NC(=O)c2cnn(-c3ccccc3)c2C2CCNCC2)cc1 | 6 | 8 | -5 | x | -0.7 | 14 | 3 | 6 | 1.1%

2 entries from above in another layout.
Order of results: D2 PAM | D1 ag | RXFP1 antag | D1 PAM | D2 agonist | D1 antag | D2 antagonist | TRHR PAM | RXFP1 agonist
- COc1ccccc1CNCCSc1nnnn1C
 : -5 | 0 | x | -1 | -0.1 | 7 | x | 2 | -0.6%
- CN(C)/C=C(\C(=O)c1ccc(F)cc1F)c1nnnn1-c1ccccc1
 : 14 | 1 | -8 | -5 | -0.1 | -6 | 4 | 2 | -0.8%

Arranged by count of non-hydrogen atoms (smallest number first): some entries from above
Molecule | D2 PAM | D1 ag | RXFP1 antag | D1 PAM | D2 agonist | D1 antag | D2 antagonist | TRHR PAM | RXFP1 agonist
CCN(CC)C(=S)SCC(=O)c1ccccc1 | 0 | -1 | 3 | 0 | -0.5 | 14 | -8 | -3 | -2.2%
COc1ccccc1-c1cc(SC)c(C#N)c(=O)o1 | 8 | 2 | -10 | -7 | 0.0 | 3 | 9 | 9 | 5.7%
CCc1nnc(NC(=O)C2CCN(c3nc(C)cc(C)n3)CC2)s1 | 10 | 0 | -1 | -1 | 0.9 | 10 | -15 | 0 | -0.1%

Going on with the list.
Molecule | D2 PAM | D1 ag | RXFP1 antag | D1 PAM | D2 agonist | D1 antag | D2 antagonist | TRHR PAM | RXFP1 agonist
O=C(OC(C(=O)NCC1CCCO1)c1ccc(F)cc1)c1ccco1 (configuration not stated) | 5 | 1 | 11 | 4 | 0.1 | 6 | -4 | 12 | 0.8%
COc1ccc(CNC(=O)C[C@H]2C(=O)N(CCc3ccccc3)C[C@@H]2Cc2ccccc2)cc1 | -8 | 3 | x | -6 | 1.6 | 1 | 13 | -10 | 0.9%
Cc1sc2ncn(CC(=O)N3CCN(c4cccc(Cl)c4)CC3)c(=O)c2c1S(=O)(=O)N1CCC(C)CC1 | -9 | 5 | -16 | 0 | 0.5 | 8 | x | 3 | 0.2%
COc1ccc(-n2c(SCC(=O)NCc3ccc(Cl)cc3)nc3ccsc3c2=O)cc1 | -7 | 14 | x | -2 | x | 3 | x | -9 | -0.4%
CN(C)C(=O)COc1ncnc2scc(-c3ccc(F)cc3)c12 | -5 | 7 | 1 | -3 | 0.3 | 8 | 13 | -5 | -0.4%
COCCOC(=O)c1ccc(NC(=O)COc2ccc([N+](=O)[O-])cc2)cc1 | -1 | 4 | -1 | -1 | -0.2 | -13 | -3 | 1 | 0.0%
Cc1cccc(C)c1OCc1cc(C(=O)NC2CCC2)no1 | -2 | 3 | -6 | -3 | -0.9 | -8 | 11 | -2 | 0.2%
CCN(CC)CCNC(=O)C1CCN(c2nn3cc(-c4ccc(F)cc4)nc3s2)CC1 | 1 | 4 | -18 | -2 | x | -13 | x | 0 | 5.0%
COc1ccc(C(O)Cc2nc3ccccc3n2C)cc1OC (configuration not stated) | -4 | 3 | -10 | 0 | 3.1 | 2 | -3 | 0 | -0.9%
CCS(=O)(=O)C1=NN2C(=N)/C(=C\c3ccc(OC(=O)c4ccco4)c(Br)c3)C(=O)N=C2S1 | -11 | 10 | x | 0 | 0.0 | 10 | 8 | -4 | 1.2%
CCC(=O)c1ccc(N2CCN(C(=O)Cc3ccccc3)CC2)c(F)c1 | -2 | 9 | -1 | -6 | 0.7 | -14 | -3 | -1 | 0.2%
C=CCNC(=O)COC(=O)c1c2c(nc3ccccc13)CCC2 | 5 | 0 | 3 | -1 | 0.1 | -5 | 17 | 8 | 3.6%
CC(C)(C)NC(=O)CSc1nc2ccc(NC(=O)CSc3nnc(N)s3)cc2s1 | 4 | 2 | -14 | -5 | -1.0 | -12 | 5 | 6 | 2.6%
N#CCCN1CCN(Cn2c3ccccc3c3ccccc32)CC1 | -3 | 2 | -20 | -2 | 2.0 | 0 | 0 | -5 | 0.2%
CN(c1cccc2cccnc12)S(=O)(=O)c1ccccc1 | 8 | 2 | -7 | 9 | -1.8 | 10 | -5 | 5 | -1.2%

Following part
Molecule | D2 PAM | D1 ag | RXFP1 antag | D1 PAM | D2 agonist | D1 antag | D2 antagonist | TRHR PAM | RXFP1 agonist
O=C(CN1C(=O)N/C(=C\c2ccccc2OCc2ccc(C(=O)O)cc2)C1=O)Nc1ccccc1F | 6 | 8 | -24 | x | -0.4 | 14 | 10 | -3 | -0.4%
CCc1ccc(/C=C2\SC(=S)N(CCCC(=O)Nc3ccccc3C(=O)O)C2=O)cc1 | 1 | 3 | -9 | -1 | -0.5 | -6 | 3 | -1 | -0.5%
COCCN1CCN(Cc2cn[nH]c2-c2cc3ccccc3o2)CC1 | 0 | 3 | -1 | -4 | 1.1 | 2 | 9 | 0 | 0.1%
COc1ccc(C(C(=O)NC2CCCCC2)N(Cc2cccnc2)C(=O)c2snc(C(N)=O)c2N)cc1 (configuration not stated) | x | 1 | -11 | -7 | 2.5 | -34* | 4 | -6 | 5.5%
O=C(NCc1ccccc1)c1nccnc1CO | -2 | 3 | -2 | 5 | -0.3 | -23 | -4 | 8 | 3.8%
CNC(=O)CN1C(=O)NC(Cc2c[nH]c3ccccc23)C1=O (configuration not stated) | -3 | 4 | -7 | -4 | 1.6 | 49 | -2 | -6 | 2.5%
CCOC(=O)c1c(SCC(=O)Nc2nc3ccccc3s2)nc(=O)[nH]c1C | 0 | 3 | -23 | 3 | 1.4 | x | x | 4 | -0.6%
CC1(c2ccc3ccccc3c2)NC(=O)N(CC(=O)Nc2ncccc2O)C1=O (configuration not stated) | 11 | 4 | 1 | -1 | 1.1 | 3 | -10 | 12 | -0.2%
CCOC(=O)c1c(C)[nH]c(C(=O)COC(=O)/C=C/c2ccc(O)c(OC)c2)c1C | 0 | 16 | 7 | 1 | 0.0 | -6 | -4 | 1 | -3.2%
COc1ccc(CCN2C(=O)C(C)=C(C)C2=O)cc1OC | 14 | 2 | -4 | 2 | 0.3 | 4 | 28 | -7 | 0.1%
COc1ccc(C2Nc3ccccc3C(=O)N2Cc2ccccc2)cc1CN1CCOCC1 (configuration not stated) | 4 | 0 | 0 | -13 | 0.3 | -10 | -3 | 19 | -0.6%
C/C(=N\NC(=O)c1nn(C)c(C)c1Br)c1ccc(NC(=O)C2CCCC2)cc1 | 9 | 1 | 1 | -1 | 0.4 | -11 | 0 | -7 | -0.1%
O=C(c1ccco1)N1CCN(C(=O)C23CC4CC(CC(C4)C2)C3)CC1 | 9 | 1 | -30 | -4 | 1.4 | 11 | -14 | 9 | -2.0%
Cc1ccc(S(=O)(=O)Nc2cc(C(=O)NCCN3CCCC3)ccc2N2CCCCC2)cc1 | -25 | 3 | -9 | -2 | -0.1 | 10 | 14 | -10 | -1.2%
